INS-1E GSIS act: GLuc luminescence reporter in INS-1E cells, primary screen for activators of glucose-dependent secretion of insulin | INS-1E GLuc reporter insulin secretion, 2-3 h | 370,000 tested, 0.61% active | activation, % at 16.6 µM;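 active = lowest replicate activation of at least 40%, so every replicate reaches that level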;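 also: 0% = median of neutral control wells and 100% = median of IBMX positive control wells; some compounds called inactive have numbers as strong as hits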
Xi reactivation: activators of inactive X chromosome reactivation, primary screen, imaging, XiGFP fibroblasts, GFP high-content imaging, set 2; XiGFP mouse fibroblasts, % GFP-positive cells imaging, 3 d; cells co-treated with 5-aza-dC sensitizer; scaled so ellipticine positive control = 100%; activation, % at 7.58 µM; 360,000 tested, 0.055% active; AID 743238, 2013;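 active = mean normalized replicate activation at least 10% and every replicate at or above 10%; inconclusive = only one of the two criteria met; inactive = mean below 10% and not all replicates reach 10%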;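 also: 0% = median of on-plate neutral control wells and 100% = ellipticine 6 µM median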
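System: 68-5-11 XiGFP fibroblast line | Buffer or medium: DMEM containing 5-aza-dC | Compound: Single point | Times: Compounds 3 days, fix/stain 15 min at room temperature | Benchmarks: Positive control ellipticine, 6 µM final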
CASP6 VEID inh: human caspase-6 inhibitors, primary screen, biochemical, VEID-R110 fluorescence, single point, set 2. P55212. purified caspase-6, Z-VEID-R110 cleavage fluorescence. inhibition, % at 12.5 µM. 350,000 tested, 0.53% active. AID 686996, 2013;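 active = mean inhibition across replicates at least about 35%, with every replicate also reaching that limit, limit read from the data; inconclusive = only one of the two criteria met; inactive = neither criterion met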;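 also: 0% = median of neutral control wells and 100% = no fluorescence left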
Target sequence (P55212 24-179 limits assumed): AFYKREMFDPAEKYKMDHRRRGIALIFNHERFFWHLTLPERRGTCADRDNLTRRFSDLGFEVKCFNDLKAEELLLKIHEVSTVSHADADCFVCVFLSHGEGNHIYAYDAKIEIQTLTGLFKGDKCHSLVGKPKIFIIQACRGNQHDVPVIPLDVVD
Target sequence (P55212 194-293 limits assumed): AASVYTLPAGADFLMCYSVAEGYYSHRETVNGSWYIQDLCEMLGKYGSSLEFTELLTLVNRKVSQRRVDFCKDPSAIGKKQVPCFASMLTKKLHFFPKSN
CFTR F508del cor: F508del CFTR correction, initial screen, CFBE line, single point. activity (quench increase), % at 7.58 µM. 350,000 tested, 0.36% active. CFBE cells, YFP halide quenching; stimulated with forskolin plus potentiator P3; % fluorescence drop versus neutral controls;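 active = mean added fluorescence quench of at least 8% versus neutral control, with both replicates also reaching 8%; inconclusive = only one of the mean or replicate conditions met; inactive = mean below 8% and not both replicates reaching 8%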;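 also: cells transiently co-express mutant CFTR-F508del with the halide-sensitive YFP; corrector assay measuring rescue of mutant channel to the surface after 24 h compound exposure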
RAD54 branch: inhibitors of human RAD54 branch migration, primary screen, biochemical, fluorescence, single point. 360,000 tested, 0.14% active. AID 602329, 2012. DNA repair and recombination protein RAD54-like (Homo sapiens), Q92698. inhibition, % at 10.4 µM. RAD54 Holliday junction branch migration, FAM/BHQ fluorescence;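 active = mean normalized replicate activity at least 40 and at least half of replicates scoring 40 or more; inconclusive = only one of the two criteria met; inactive = mean below 40 and under half of replicates reaching 40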;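 also: 0% = median of neutral control wells and 100% = median of positive control wells; inhibitors cause a drop in the FAM fluorescence signal; in these data hits start at about 50%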
Target sequence (Q92698 whole entry, looked up): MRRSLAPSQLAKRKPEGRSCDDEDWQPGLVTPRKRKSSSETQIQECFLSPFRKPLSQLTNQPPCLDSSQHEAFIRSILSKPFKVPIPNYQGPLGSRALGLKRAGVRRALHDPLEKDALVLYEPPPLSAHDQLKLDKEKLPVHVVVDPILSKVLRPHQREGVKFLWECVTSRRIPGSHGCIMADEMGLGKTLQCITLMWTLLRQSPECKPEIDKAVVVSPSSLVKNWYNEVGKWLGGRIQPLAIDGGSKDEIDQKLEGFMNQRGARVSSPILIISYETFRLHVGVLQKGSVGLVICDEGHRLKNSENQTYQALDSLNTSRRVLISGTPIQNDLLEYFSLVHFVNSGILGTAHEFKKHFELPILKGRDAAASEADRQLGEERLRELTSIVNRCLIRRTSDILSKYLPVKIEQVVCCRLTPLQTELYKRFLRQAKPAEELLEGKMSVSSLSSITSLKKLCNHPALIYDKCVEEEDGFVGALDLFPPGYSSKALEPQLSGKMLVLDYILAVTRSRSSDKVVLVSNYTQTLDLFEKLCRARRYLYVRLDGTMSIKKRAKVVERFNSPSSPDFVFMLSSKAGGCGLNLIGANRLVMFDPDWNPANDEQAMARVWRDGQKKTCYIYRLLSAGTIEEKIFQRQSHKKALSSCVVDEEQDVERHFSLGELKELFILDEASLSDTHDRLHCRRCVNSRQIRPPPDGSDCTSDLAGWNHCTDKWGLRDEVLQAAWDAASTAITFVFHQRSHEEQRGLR
RAD52 inh: RAD52 DNA annealing inhibitors, primary screen, biochemical, FRET, single point, set 2; 360,000 tested, 0.46% active; AID 651710, 2012; recombinant RAD52 DNA annealing, FRET fluorescence; inhibition, % at 18.7 µM; DNA repair protein RAD52 homolog (Homo sapiens), P43351;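 active = every replicate showing at least 50% inhibition; inconclusive = mean inhibition at least 50% but not in every replicate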
E-sel inducer: E-selectin induction in HUVECs, primary screen, imaging, HUVEC, immunofluorescence imaging, single point; P16581; activation, % at 7.58 µM; 260,000 tested, 0.37% active; normalized: neutral wells 0, TNF-alpha wells 100;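 active = mean E-selectin-positive cell signal at least 10% of the positive control, reached in at least 60% of replicates, without over 20% cell loss; inconclusive = no rule given, readout overlaps actives, possibly toxicity-flagged; inactive = the rest, including those meeting only one limit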;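 also: in these data hits start at about 27%; measured in HUVEC primary endothelial cells; signal is the percent of cells scored E-selectin positive by PE staining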
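assay system = HUVEC, human umbilical vein endothelial cells | input = 3,000 HUVEC seeded per well | medium = EGM-2 growth medium on 0.1% gelatin-coated wells | dosing = one compound dose added by pin transfer | signal = immunofluorescence imaging | read-out basis = % PE-positive cells | control set = TNF-alpha, DMSO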
DENV2 CPE: inhibitors of DENV2 cytopathic effect, primary screen, cell-based, plate reader, single concentration; DENV2-infected cells, cytopathic effect rescue; CPE inhibition, % at 9.99 µM; 350,000 tested, 1.7% active; in the data active = CPE inhibition above about 20%, passing the limit was not always enough; inconclusive = no clear call, values can overlap the other calls; tested in BHK-21 cells;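 also: 0% = median of neutral control wells and 100% = median of positive control wells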
* marks the source's active call; other numbers are inactive results; ? = inconclusive; · = no result given.

SMILES	INS-1E GSIS act	Xi reactivation	CASP6 VEID inh	CFTR F508del cor	RAD54 branch	RAD52 inh	E-sel inducer	DENV2 CPE
C[C@H](CO)N1C[C@H](C)[C@@H](CN(C)S(=O)(=O)c2ccc(Cl)cc2)OCc2cn(nn2)CCCC1=O	5	-0.4	·	-1.6	2	·	-0.1	16
C[C@H]1CN([C@@H](C)CO)C(=O)Cc2cc(NC(=O)CCCN(C)C)ccc2O[C@@H]1CN(C)S(C)(=O)=O	14	-0.3	-10	0.5	-9	3	-2.3	1
CCC(=O)Nc1ccc2c(c1)C(=O)N(C)[C@H]1CC[C@@H](CC(=O)NCCCN(C)C)O[C@@H]1CO2	-5	0.0	-3	-1.3	-4	9	0.0	6
COc1ccc(/C=C2\SC(=O)N(CC(=O)Nc3ccc(F)cc3)C2=O)cc1O	10	0.1	-1	0.1	-7	-11	0.2	-6
CC(=O)C1=CN(Cc2ccccc2)CCC1=O	-6	0.0	2	-0.7	-9	-1	0.0	-3
O=C(c1ccccc1SCc1ccc(F)cc1)N1CCOCC1	39	0.1	-4	-1.9	·	8	-0.1	7
COc1cccc(C(c2sc3nc(C)nn3c2O)N2CCC3(CC2)OCCO3)c1 (stereo not given)	-18	-0.1	-2	·	0	-10	-1.1	-3
COc1ccc(Cl)cc1NC(=O)C1CC(c2ccccc2Cl)=NO1 (stereo not given)	·	-0.1	-1	-1.6	-7	-1	0.4	5
CC(C)C#Cc1ccc2c(c1)O[C@@H](CN(C)C(=O)c1cccc(F)c1)[C@@H](C)CN([C@H](C)CO)S2(=O)=O	1	-1.0	1	2.9	-3	9	-0.2	-7
CC(C)CC#Cc1ccc2c(c1)O[C@@H](CN(C)C(=O)c1ccccn1)[C@@H](C)CN([C@H](C)CO)S2(=O)=O	-18	-2.0	0	0.3	-2	-5	-0.2	-15
COc1ccc(CNc2ncc(-c3ccc(F)cc3)n2C)c2ccccc12	-30	0.0	2	3.2	20	2	3.9	-1
O=C(CCCCl)NC(=S)Nc1ccc(N2CCOCC2)cc1	13	0.1	0	1.5	-5	-12	-0.1	-4
Cc1c(C(=O)N2CCN(c3ccc([N+](=O)[O-])cc3)CC2)oc2ccccc12	11	0.2	0	1.7	4	-20	0.1	0
CCS(=O)(=O)c1ccc2c(c1)N(S(=O)(=O)c1ccc(C)cc1)CC(C(=O)O)O2 (stereo not given)	4	0.0	-2	-0.1	3	-8	0.0	3
CCCCNc1ccc2c(c1)C1CC2CCN1C(=O)OCc1ccccc1 (stereo not given)	-28	0.7	2	-0.8	0	-17	0.2	0
CCCC#Cc1cnc2c(c1)C(=O)N([C@H](C)CO)C[C@H](C)[C@H](CN(C)Cc1ccc(C(=O)O)cc1)O2	2	0.3	-2	3.1	-18	15	0.2	-14
O=C(NCCO)c1cc([N+](=O)[O-])cc2c1C=Cc1ccccc1O2	0	0.2	1	-2.9	·	-16	0.3	5
C[C@H]1CN([C@@H](C)CO)C(=O)c2c(c3ccccc3n2C)-c2ccccc2CO[C@@H]1CN(C)Cc1cccc(C(=O)O)c1	9	0.5	·	-4.3	·	·	-0.3	·
COCC(=O)Nc1ccc([N+](=O)[O-])cc1OC	12	2.2	5	·	·	-4	0.3	0
CO[C@@H]1CN(C)C(=O)c2ccc(NC(=O)Nc3cccc(F)c3)cc2OC[C@H](C)N(C(=O)C2CC2)C[C@H]1C	-16	0.1	·	-2.1	·	·	0.3	·
O=C(c1ccccc1S(=O)(=O)NCc1ccccc1)N1CCCC1	17	-0.1	-1	0.2	-5	-4	·	?
COc1ccc(C(=O)NC(C)Cc2c[nH]c3ccccc23)cc1 (stereo not given)	·	0.3	-2	2.5	-13	-27	-0.1	-3
COc1cccc(NC(=O)Nc2nnc([C@@H]3C[C@H](O)[C@@H](CO)O3)s2)c1	-1	0.0	-1	-1.8	-12	-13	0.3	5
CCOCCCN(C)C1CCN(C(=O)c2oc3ccccc3c2NC(=O)COc2cccc(C)c2)CC1	-25	0.1	-2	-0.6	7	-2	·	-1
C[C@@H]1CN([C@@H](C)CO)C(=O)Cc2cc(NC(=O)CCC(F)(F)F)ccc2O[C@@H]1CN(C)C(=O)Nc1ccc(F)cc1	-4	0.0	2	-3.1	-4	-10	3.0	?
SMILES	INS-1E GSIS act	Xi reactivation	CASP6 VEID inh	CFTR F508del cor	RAD54 branch	RAD52 inh	E-sel inducer	DENV2 CPE
CC(C)NC(=O)Nc1cccc2c1O[C@@H](CN(C)Cc1ccncc1)[C@@H](C)CN([C@@H](C)CO)C2=O	-5	-0.1	1	1.2	0	7	9.6	?
Cc1c(C(=O)N2CCc3ccccc3C2)oc2ccc(S(=O)(=O)N3CC(C)CC(C)C3)cc12 (stereo not given)	·	-0.1	-1	·	·	7	-0.2	?
O=C(NCc1ccccc1)/C(=C/c1ccco1)NC(=O)c1ccco1	8	0.0	1	-0.3	-3	-5	0.0	9
COC(=O)[C@]1(C)N[C@H](c2ccc(-c3ccc(OC)cc3)cc2)[C@@H]2C(=O)N(C)C(=O)[C@@H]21	-1	0.0	1	-0.8	-2	-16	-0.1	-14
O=C(c1cc(Br)c[nH]1)N1CCCCC1	-9	0.0	2	2.0	-8	-15	0.0	-8
COc1ccc(S(=O)(=O)Nc2ccc3c(c2)C(=O)N([C@@H](C)CO)C[C@H](C)[C@H](CN(C)C(=O)Nc2c(C)noc2C)OCCCC[C@@H](C)O3)cc1	-12	0.1	1	-0.5	5	-9	0.3	-4
COc1ccc(S(=O)(=O)NC(N)=NCCc2ccc(OC)c(OC)c2)cc1	25	0.0	2	-3.1	·	-9	·	2
C[C@@H]1CN([C@@H](C)CO)C(=O)c2c(c3ccccc3n2C)-c2ccccc2CO[C@@H]1CN(C)Cc1ccccc1C(F)(F)F	39	1.8	0	-2.8	·	13	·	-35
CC(=O)c1c(C)[nH]c(C(=O)OCC(=O)N2CCN(c3ccccc3)CC2)c1C	1	0.0	-1	3.7	-4	-4	0.3	?
C=CCNC(=O)c1c(CSc2ccc(F)cc2)noc1C(=O)NCCC	-4	0.0	-2	-0.6	-4	-10	-0.1	2
CCN(CC(=O)Nc1ccc(NC(C)=O)cc1)CC(=O)Nc1ccc(F)c(Cl)c1	-4	0.1	3	-1.4	5	-11	1.5	0
O=C(CN1C(=O)C(=O)N(Cc2ccccc2)C1=O)Nc1ccc(F)c(Cl)c1	6	0.0	4	-3.7	·	1	2.5	1
CS(=O)(=O)N1CCCCN2[C@H](C1)[C@@H](c1ccc(C#Cc3ccccn3)cc1)[C@@H]2CO	0	-0.1	0	0.7	10	-53	0.1	-3
COc1cccc(C(=O)NCc2n[nH]c(=S)n2-c2cccc(C)c2)c1	29	·	1	-1.4	4	14	·	-1
Cc1[nH]c(C)c(S(=O)(=O)N2CCc3ccccc32)c1C(=O)N1CCCCC1	9	0.0	2	3.0	1	-2	·	-3
Cc1ccc(N2CCC(N3CCN(C)C(CCO)C3)CC2)cc1 (stereo not given)	-7	0.1	-6	-1.2	-10	-31	0.1	?
C[C@@H]1CCCCO[C@H](CN(C)S(=O)(=O)c2ccc(F)cc2)[C@@H](C)CN([C@H](C)CO)C(=O)c2cc(NS(=O)(=O)c3ccc(F)cc3)ccc2O1	-9	0.0	·	-0.2	-13	·	-0.1	-8
CN(C)CCCNC(=O)/C(=C\C=C\c1ccccc1)NC(=O)c1ccc([N+](=O)[O-])cc1	·	0.0	4	0.3	·	-7	·	15
CN1c2ccc(Br)cc2[C@@H]2[C@@H](CCN2C(=O)c2ccc(F)cc2)[C@H]1CO	4	0.2	0	0.5	6	-13	0.7	-2
CCOC(=O)c1ccc(OC(=O)CCCCCN=C(N)N)cc1	8	0.0	0	-0.1	-6	4	-0.1	7
COc1ccc(N2C(=O)c3ccccc3NC(=O)C2C(=O)Nc2ccc(N3CCOCC3)cc2)cc1 (stereo not given)	-4	-0.1	3	1.3	·	38	0.4	11
COc1ccccc1S(=O)(=O)N[C@H]1CC[C@@H](CCNC(=O)C2CCOCC2)O[C@@H]1CO	7	0.4	-2	-2.6	1	-1	0.0	5
CCCCCCCCCCOC(=O)Cn1c(COc2ccccc2C)[n+](C)c2ccccc21	139*	·	-78	·	?	83*	·	·
CO[C@@H]1CN(C)C(=O)c2cc(NC(=O)Nc3ccccc3F)ccc2OC[C@@H](C)NC[C@@H]1C	2	0.0	·	-3.2	5	15	0.3	-2
O=C(c1ccc(Cn2cnnn2)cc1)N1CCCC(Nc2ccc(F)c(F)c2)C1 (stereo not given)	60	0.0	2	-4.0	11	-3	·	-3
SMILES	INS-1E GSIS act	Xi reactivation	CASP6 VEID inh	CFTR F508del cor	RAD54 branch	RAD52 inh	E-sel inducer	DENV2 CPE
CC(C)Cc1nnc(NC(=O)CCC(=O)NCCc2ccccc2)s1	8	0.2	-2	-1.6	3	-12	-0.1	-9
Cc1noc(C)c1S(=O)(=O)Nc1ccc2c(c1)CC(=O)N([C@@H](C)CO)C[C@H](C)[C@@H](CN(C)C)O2	-3	-0.5	-1	0.4	13	4	-0.1	-1
CC1Cc2nc(SCC(=O)N3CCCc4ccccc43)n(C)c(=O)c2S1 (stereo not given)	·	-0.1	1	0.0	-5	-6	0.2	-5
Cc1cn2c(=O)c(C(=O)N3CCN(c4ccccc4Cl)CC3)cnc2s1	-1	-0.1	-1	-1.2	·	1	-0.2	-1
Cc1ccc(SC(=O)c2c([N+](=O)[O-])c(C)nn2C)cc1	35	0.0	1	3.6	-7	-3	0.0	2
Cc1ccc(S(=O)(=O)N[C@H]2CC[C@H](CC(=O)NCc3ccncn3)O[C@@H]2CO)cc1	4	0.2	2	-0.8	-8	-7	-0.2	9
COc1ccccc1CNCc1cc(OC)c(OC)c(OC)c1	-3	0.1	-1	·	6	-10	·	0
CC(C)(C)NC(=O)c1ccc(NC(=O)CSc2ccccc2)cc1	-13	0.0	1	1.4	·	-13	·	0
CO[C@@H](CN(C)C(=O)Nc1ccc(F)cc1)[C@@H](C)CN(Cc1ccccc1Cl)[C@@H](C)CO	5	0.1	-2	-0.9	0	11	0.0	13
COCCCNC(NC(=O)c1ccc(Br)cc1)C(Cl)(Cl)Cl (stereo not given)	-10	0.6	1	·	·	-7	0.3	·
COc1ccc(C(=O)Cn2nnc(-c3ccccc3F)n2)cc1	17	·	0	0.6	0	-17	·	13
CCOc1cc(N2CCOCC2)c(OCC)cc1NC(=O)CN1C(=O)NC(CC(C)C)C1=O (stereo not given)	7	0.0	-7	-1.5	·	-5	-1.1	-1
COc1ccc(CNC(=O)CN2C(=O)NC3(CCCc4sccc43)C2=O)cc1 (stereo not given)	-19	0.0	-2	-0.3	-7	-4	0.3	2

Compound activity as filed in PubChem.
